LmPK inh: inhibitors of Leishmania mexicana pyruvate kinase | purified LmPK, Kinase-Glo ATP luminescence, 1 h | Q27686 | Potency, µM (highest dose often 57.5 µM), for the others: at the highest dose activity change, negative = inhibition, hits mostly inhibitors | 290,000 tested, 0.37% active; also: potency is read from the fitted curve at half-maximal effect
Target sequence (Q27686 whole entry, looked up): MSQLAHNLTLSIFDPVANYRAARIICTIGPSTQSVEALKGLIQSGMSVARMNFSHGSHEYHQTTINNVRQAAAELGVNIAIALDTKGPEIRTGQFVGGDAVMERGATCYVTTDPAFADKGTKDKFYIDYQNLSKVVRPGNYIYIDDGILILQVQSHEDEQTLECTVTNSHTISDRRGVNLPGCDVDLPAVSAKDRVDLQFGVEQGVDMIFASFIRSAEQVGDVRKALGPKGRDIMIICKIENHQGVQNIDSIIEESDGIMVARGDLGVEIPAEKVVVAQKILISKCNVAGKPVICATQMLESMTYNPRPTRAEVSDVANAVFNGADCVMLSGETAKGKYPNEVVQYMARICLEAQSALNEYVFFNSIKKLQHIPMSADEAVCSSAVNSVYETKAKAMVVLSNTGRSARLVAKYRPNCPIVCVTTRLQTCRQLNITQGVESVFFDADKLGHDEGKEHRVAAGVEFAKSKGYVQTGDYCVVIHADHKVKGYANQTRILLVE
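0.1 nM LmPK, 0.5 mM PEP, 0.1 mM ADP; 50 mM imidazole pH 7.2, 7 mM MgCl2, 50 mM KCl; 1 h RT. Kinase-Glo luminescence readout, normalized to no-enzyme (full inhibition) and uninhibited wells.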
TbPYK inhibitor: T. brucei pyruvate kinase inhibition; AID 624173; Potency, µM (doses to about 76.8 µM), without a hit: at the top dose activity, negative = inhibition, most hits filed as inhibitors; Q57TT1; TbPYK enzyme, Kinase-Glo Plus ATP luminescence, 45 min; 410,000 tested, 0.12% active; also: potency is read from the fitted curve at half-maximal effect; nearly all actives have a fitted effect of over 50% in size
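Activity of T. brucei pyruvate kinase was followed by Kinase-Glo Plus luminescence after the enzyme reacted 45 min at room temperature with 130 uM ADP (final) and substrate. Test compounds were added before ADP at multiple concentrations.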
AMA1-RON2 inh: inhibitors of Plasmodium falciparum AMA1-RON2 interaction; AlphaScreen AMA1-biotinylated RON2 peptide binding; Potency, µM (titrated, usually from 58.2 µM), for the others: top-dose activity change, negative = inhibition, usual class: inhibitors; 360,000 tested, 0.2% active;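 also: potency is read from the fitted curve at half-maximal effect; 0% = vehicle wells and -100% = peptide control; nearly all actives have a fitted effect of over 45% in size; some results filed as inactive show a strong effect at the top dose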
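AMA1 (3D7) with his tag at 25 nM final met compounds first, then biotinylated RON2 peptide at 25 nM; detection used donor plus acceptor beads, 10 µg/mL apiece, read by AlphaScreen after 30 min at room temperature.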
AmpC inh no detg: AmpC beta-lactamase inhibition without detergent; P00811; AmpC nitrocefin hydrolysis, absorbance 480 nm, 0.0001% Triton; Potency, µM (doses to about 57.1 µM), without a hit: top-dose activity change, negative = inhibition, usual class: inhibitors; 330,000 tested, 0.52% active; AID 485341;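 also: potency is read from the fitted curve at half-maximal effect; plate controls were no compound for no effect and no enzyme for full effect; nearly all actives have a fitted effect of over 20% in size; some results filed as inactive show a strong effect at the top dose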
Target sequence (P00811 whole entry, looked up): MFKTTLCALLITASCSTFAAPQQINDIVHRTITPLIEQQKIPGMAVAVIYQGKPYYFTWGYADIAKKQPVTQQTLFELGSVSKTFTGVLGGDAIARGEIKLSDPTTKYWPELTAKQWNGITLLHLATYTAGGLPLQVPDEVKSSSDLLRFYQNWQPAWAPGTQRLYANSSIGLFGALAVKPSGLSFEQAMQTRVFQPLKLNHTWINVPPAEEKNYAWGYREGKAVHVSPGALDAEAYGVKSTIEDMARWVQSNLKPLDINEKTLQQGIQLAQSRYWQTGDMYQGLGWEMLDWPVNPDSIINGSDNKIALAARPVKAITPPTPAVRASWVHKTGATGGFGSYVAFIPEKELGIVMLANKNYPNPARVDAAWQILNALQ
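20 mM phosphate pH 7.0 + 0.01% (detergent screen) or 0.0001% Triton X-100; 5.3 nM AmpC reagent; cpd preinc 15 min RT; nitrocefin (800 uM stock) to start; A480 q20 s × 4 min; Activity was normalised to no-enzyme and no-compound control wells.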
HCMV inh: human cytomegalovirus inhibition. HFF cells, HCMV-luciferase reporter, 72 h; hits give low values. AID 1259415. activity change, negative = inhibition, % at 57.5 µM. 410,000 tested, 4.5% active; in the data active = activity change below about -60%; inconclusive = no clear call, values can overlap the other calls; inactive = above about -39%
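Luciferase read-out from HCMV-luciferase-infected HFFs (MOI 1 PFU/cell) 72 h post infection at 37C; compounds added after 16 h cell attachment; activity normalized between buffer-only basal and Salinomycin (10uM) inhibitor controls.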
Sm TGR block: blocks Schistosoma mansoni thioredoxin glutathione reductase; purified TGR, DTNB reduction, TNB absorbance 405 nm; Potency, µM (highest dose often 114 µM), for inactives: at the top dose activity change, negative = inhibition, usual class: inhibitors; 360,000 tested, 3% active; also: potency is read from the fitted curve at half-maximal effect; nearly all actives have a fitted effect of over 60% in size
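Kinetic colorimetric format: TGR-catalysed, NADPH-driven DTNB reduction monitored via TNB absorbance. Enzyme dispensed at 20 nM; compound exposure 15 min at room temperature before reaction start.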
AmpC detergent: inhibitors of E. coli AmpC beta-lactamase with detergent; AmpC hydrolysis of nitrocefin, absorbance 480 nm, 0.01% Triton; Potency, µM (series often up to 114 µM), for inactives: at the top dose activity change, negative = inhibition, hits mostly inhibitors; 370,000 tested, 0.041% active; AID 485294;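 also: potency is read from the fitted curve at half-maximal effect; 0% = no-compound wells and -100% = no-enzyme wells; nearly all actives have a fitted effect of over 25% in size; some results filed as inactive show a strong effect at the top dose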
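20 mM phosphate pH 7.0 + 0.01% (detergent screen) or 0.0001% Triton X-100; 5.3 nM AmpC reagent; cpd preinc 15 min RT; nitrocefin (800 uM stock) to start; A480 q20 s × 4 min; Activity was normalised to no-enzyme and no-compound control wells.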
The depositor's hits bear a star; ? = inconclusive; . = not tested or not shown; & = joins results of further samples; [ ] = another dose, or the depositor's remark. Unless noted, calls follow the shape of the dose curve; as a rule, active = well fitted curve in the direction sought with a large enough effect; inconclusive = small, poorly fitted or top-dose-only effect, or another doubt; inactive = no such curve, though single readings can be large; an effect the other way counts as inactive or inconclusive. Unless noted, % is scaled to controls: 0 for no effect and ±100 for the full control effect.

nr	SMILES	LmPK inh	TbPYK inhibitor	AMA1-RON2 inh	AmpC inh no detg
1	CCCOc1ccc(Br)cc1/C=N/NC(=O)c1cc(OC)c(OC)c(OC)c1	1%	13%	2%	-29%
2	O=C1C2C3C=CC(C3)C2C(=O)N1/N=C/c1cn(Cc2ccc(F)cc2)c2ccccc12 (centres undefined)	4%	3%	-3%	10%
3	Cc1cc(C)n(C(=O)CNC(=O)c2ccccc2Br)n1	-13%	3%	-14%	-3%
4	CS(=O)(=O)c1ccccc1-c1nc(-c2ccc(C(F)(F)F)cc2)no1	3%	-2%	-1%	26%
5	COc1ccc2ccc(=O)oc2c1CC=C(C)C	0%	-3%	4%	-10%
6	O=[N+]([O-])c1cc(F)cc(F)c1Nc1ccc(F)cc1	.	-2%	?	.
7	Cc1nn(Cc2cccc(C(=O)Nn3cc([N+](=O)[O-])cn3)c2)c(C)c1[N+](=O)[O-]	1%	1%	13%	-32%
8	Cn1c(=O)n(C)c2cc(S(=O)(=O)NCC(=O)O)ccc21	1%	0%	15%	-8%
9	Cc1sc(NC(=O)C2C3C=CC(C3)C2C(=O)O)c(C(N)=O)c1-c1ccc(C(C)C)cc1 (centres undefined)	6%	-9%	7%	-25%
10	C/C(CS(=O)(=O)c1ccc(Cl)cc1)=N/NC(N)=S	1%	-2%	23%	-19%
11	CC1CCCCN1C(=O)/C=C/c1ccccc1[N+](=O)[O-] (centres undefined)	5%	11%	-11%	15%
12	COc1ccc(-n2c(SCC(=O)Nc3nccs3)nc3c(c2=O)SC(C)C3)cc1 (centres undefined)	2%	-7%	0%	-23%

nr	HCMV inh	Sm TGR block	AmpC detergent
1	46	5%	-8%
2	-18	8%	-3%
3	-29	-7%	-7%
4	37	13%	2%
5	21	0%	-17%
6	-3	.	.
7	-22	2%	4%
8	51	0%	-1%
9	-18	0%	-16%
10	-23	?	-9%
11	4	.	2%
12	-13	0%	?

(more compounds)
nr	SMILES	LmPK inh	TbPYK inhibitor	AMA1-RON2 inh	AmpC inh no detg
13	COc1cc(Oc2ccccc2)nc(N)n1	.	4%	10%	.
14	CC/C(C)=N\Nc1nc(-c2cc3cc(OC)ccc3oc2=O)cs1	-1%	-24%	57%[activator]	?
15	CCC/C(O)=N\S(=O)(=O)c1ccc(N=NN(C)C)cc1	3%	-3%	-9%	-3%
16	COc1ccc(Cl)cc1NC(=O)NN1CCN(C)CC1	-2%	-6%	-3%	-19%
17	COc1ccc(S(=O)(=O)N2CCN(c3ccccn3)CC2)cc1OC	-1%	3%	0%	.
18	CC(C)CNC(=O)C(=O)NCC1CCCN1S(=O)(=O)c1cccs1 (centres undefined)	.	-8%	27%	27%
19	Cc1cc(C)cc(NCCC#N)c1	-3%&-6%	3%	8%	0%&0%
20	COc1cccc(S(=O)(=O)Nc2ccc3c(c2)[C@@H]2C[C@H](CC(=O)NCCc4ccccc4)O[C@H](CO)[C@@H]2O3)c1	.	2%	10%	.
21	O=S(=O)(N(Cc1ccccc1)[C@@H](CO)Cc1ccccc1)N(Cc1ccccc1)[C@@H](CO)Cc1ccccc1	.	-8%	-7%	-28%
22	C[N+]1(CCCCSc2ccc(O)cc2)CCCCC1	-4%	-17%	-6%	-4%
23	O=[N+]([O-])c1ccc(N2CCN(C(=S)NCc3ccc(Cl)cc3)CC2)cc1	2%	-7%	-4%	-28%
24	O=C(NC(Oc1ccccc1)C(Cl)(Cl)Cl)c1ccccc1 (centres undefined)	-3%	1%	9%	-10%

nr	HCMV inh	Sm TGR block	AmpC detergent
13	38	.	.
14	30	-13%	-6%
15	20	-18%	-7%
16	7	?	4%
17	-38	2%	?
18	-33	-16%	?
19	23	-3%&-7%	-2%&-12%
20	-10	.	.
21	5	.	.
22	?	-16%	-13%
23	-90*	5%	7%
24	-21	-36%	2%

Remaining list, next part:
nr	SMILES	LmPK inh	TbPYK inhibitor	AMA1-RON2 inh	AmpC inh no detg
25	O=C(c1cc2cc(Br)ccc2o1)N1CCCCC1	-11%	-5%	42%[activator]	-9%
26	Cc1ccc(OC/C(=N\O)C(C)(C)C)c([N+](=O)[O-])c1	9%	-6%	0%	-28%
27	O=C(CSc1cnc2ccccc2n1)NC1CCCC1	2%	0%	16%	-14%
28	CC(=O)c1ccc(OCc2cc(C(=O)N(C)CC3COc4ccccc4O3)no2)cc1 (centres undefined)	.	-2%	6%	.
29	O=C1N=C(N2CCCCC2)S/C1=C\c1ccccc1F	-3%	-4%	-19%	-8%
30	CCCC1OC2CC3C4CCC5=CC(=O)C=CC5(C)C4C(O)CC3(C)C2(C(=O)O)O1 (centres undefined)	2%	-2%	-2%	-5%
31	Cc1oc2cc(O)ccc2c(=O)c1-c1ccccc1	7%	-1%	6%	-29%
32	O=C(O)CC(=O)Nc1cc(Cl)ccc1O	-2%	4%	3%	-12%
33	O=C(Nc1cc(C(F)(F)F)ccc1N1CCCC1)C1CCCO1 (centres undefined)	.	-10%	50%[activator]	-7%
34	CCOC1=C(N2CC2)C(=O)C(OCC)=C(N2CC2)C1=O	.	-1%	29%	.
35	Cc1cc(C)cc(NC(=O)CSc2nnc(-c3ccccc3)n2N)c1	1%	0%	3%	7%
36	COC(=O)c1cn(NC(=O)Cc2cccc(OC)c2)c(=O)c2ccccc12	4%	-9%	-14%	-9%

nr	HCMV inh	Sm TGR block	AmpC detergent
25	?	-1%	4%
26	-19	7%	?
27	-9	-10%	-3%
28	9	.	.
29	14	-22%	-8%
30	32	89µM*	2%
31	8	0%	?
32	18	-7%	-8%
33	-4	6%	6%
34	8	.	.
35	48	3%	0%
36	76	-2%	?

Three compounds from above, sorted by length of the SMILES, smallest number first:
nr	SMILES	LmPK inh	TbPYK inhibitor	AMA1-RON2 inh	AmpC inh no detg
27	O=C(CSc1cnc2ccccc2n1)NC1CCCC1	2%	0%	16%	-14%
35	Cc1cc(C)cc(NC(=O)CSc2nnc(-c3ccccc3)n2N)c1	1%	0%	3%	7%
26	Cc1ccc(OC/C(=N\O)C(C)(C)C)c([N+](=O)[O-])c1	9%	-6%	0%	-28%

nr	HCMV inh	Sm TGR block	AmpC detergent
27	-9	-10%	-3%
35	48	3%	0%
26	-19	7%	?

Next results follow.
nr	SMILES	LmPK inh	TbPYK inhibitor	AMA1-RON2 inh	AmpC inh no detg
37	CC1(C)Cc2c(C#N)c(NCC3CCCO3)nc(-c3ccco3)c2CO1 (centres undefined)	-3%	?	19%	49%
38	CCOc1cc(NC(=S)NCC2CCCO2)c(OCC)cc1NC(=O)c1cccc(C)c1 (centres undefined)	4%	-4%	-20%	40%
39	Cc1ccsc1/C=N/n1c(-c2cccnc2)n[nH]c1=S	-27%	?	46%[activator]	-13%
40	COc1ccc(C(=O)NCC(=O)OCC(=O)N2CC(C)CC(C)C2)cc1 (centres undefined)	-1%	-5%	-14%	1%
41	C(=N\n1cnnc1)/c1cccc(OCCOc2ccccc2)c1	-7%	0%	15%	9%
42	COc1cccc(C(=O)NC(=S)Nc2cccnc2)c1	-12%	-10%	49%[activator]	-18%
43	COc1ccccc1CNC(=O)C1CCCN(C(=O)c2cnn(-c3ccc(F)cc3)c2-n2cccc2)C1 (centres undefined)	.	2%	.	.
44	Cc1cc(OCC(=O)Nn2cnnc2)c(C)cc1Br	-1%	-6%	0%	0%
45	CCOC(=O)c1cnc2c(C)c(Cl)ccc2c1NCCc1ccccc1	.	1%	.	.
46	CCn1c(O)c(N=NC(=O)c2cccnc2)c2cc(Br)ccc21	6%	0%	3%	-19%
47	Cc1cccc(-c2ccc3[nH]c4c(c3c2)CCN2C[C@@H]([C@H](C)O)[C@@H](N(C)C(=O)Nc3ccc(F)cc3)C[C@@H]42)c1	.	-7%	?	.
48	Cc1ccc(-c2c(C)n3c4c(=O)n(C)c(=O)n(C)c4nc3n2CCO)cc1	.	24%	.	.

nr	HCMV inh	Sm TGR block	AmpC detergent
37	-2	4.5µM*	-17%
38	-30	-10%	1%
39	30	?	-5%
40	-4	-11%	?
41	107	-2%	?
42	70	56µM*	-15%
43	12	3%	5%
44	-29	-10%	?
45	-15	0%	-5%
46	-26	3%	-6%
47	-6	.	.
48	?	5%	6%

Next section
nr	SMILES	LmPK inh	TbPYK inhibitor	AMA1-RON2 inh	AmpC inh no detg
49	Cc1ccc(OCCNC(=O)c2ccc3c(c2)OCO3)cc1	-1%	-4%	2%	-29%
50	COc1ccc(OC)c(CNS(=O)(=O)c2cn(C)cn2)c1	2%	0%	2%	-3%
51	COc1nc(NC(C)C)nc(N(C#N)CN2C(=O)c3ccccc3S2(=O)=O)n1	1%	-5%	-24%	0%
52	O=C(CN1C(=O)c2ccccc2S1(=O)=O)NCc1ccccn1	-6%	-5%	83%[activator]	-13%

nr	HCMV inh	Sm TGR block	AmpC detergent
49	4	-9%	-4%
50	33	-1%	0%
51	-4	-35%	-8%
52	-13	0%	-3%

Structures above with fluorine (seven):
nr	SMILES	LmPK inh	TbPYK inhibitor	AMA1-RON2 inh	AmpC inh no detg
2	O=C1C2C3C=CC(C3)C2C(=O)N1/N=C/c1cn(Cc2ccc(F)cc2)c2ccccc12 (centres undefined)	4%	3%	-3%	10%
4	CS(=O)(=O)c1ccccc1-c1nc(-c2ccc(C(F)(F)F)cc2)no1	3%	-2%	-1%	26%
6	O=[N+]([O-])c1cc(F)cc(F)c1Nc1ccc(F)cc1	.	-2%	?	.
29	O=C1N=C(N2CCCCC2)S/C1=C\c1ccccc1F	-3%	-4%	-19%	-8%
33	O=C(Nc1cc(C(F)(F)F)ccc1N1CCCC1)C1CCCO1 (centres undefined)	.	-10%	50%[activator]	-7%
43	COc1ccccc1CNC(=O)C1CCCN(C(=O)c2cnn(-c3ccc(F)cc3)c2-n2cccc2)C1 (centres undefined)	.	2%	.	.
47	Cc1cccc(-c2ccc3[nH]c4c(c3c2)CCN2C[C@@H]([C@H](C)O)[C@@H](N(C)C(=O)Nc3ccc(F)cc3)C[C@@H]42)c1	.	-7%	?	.

nr	HCMV inh	Sm TGR block	AmpC detergent
2	-18	8%	-3%
4	37	13%	2%
6	-3	.	.
29	14	-22%	-8%
33	-4	6%	6%
43	12	3%	5%
47	-6	.	.

Screening results from PubChem BioAssay.
